# miR-122 sensor – miR-122 Renilla sensor signal increase in Huh7, primary screen, miR-122 inhibitor project, cell-based, single point, plate reader | AID 602342, 2012 | hit rate 0.3% among 340,000 | Huh7 miR-122 Renilla luciferase sensor, 48 h; neutral wells = 0, positive control = 100 | activation (reporter increase), % at 12.5 µM;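 active means mean replicate activation score at least 90 and every replicate individually at or above 90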;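 further: higher luciferase means less miR-122 activity so hits act as miR-122 inhibitors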
# SIRT5 inh – SIRT5 desuccinylase inhibitors, primary screen, biochemical, fluorescence imaging, single point, set 5 | NAD-dependent protein deacylase sirtuin-5, mitochondrial (Homo sapiens), Q9NXA8 | Purified SirT5, succinyl-peptide AMC, trypsin-coupled fluorescence | inhibition, % at 15 µM | hit rate 1.1% among 330,000 | AID 652115, 2013; in the data active means inhibition above about 15%
# Target sequence (Q9NXA8 whole entry, looked up): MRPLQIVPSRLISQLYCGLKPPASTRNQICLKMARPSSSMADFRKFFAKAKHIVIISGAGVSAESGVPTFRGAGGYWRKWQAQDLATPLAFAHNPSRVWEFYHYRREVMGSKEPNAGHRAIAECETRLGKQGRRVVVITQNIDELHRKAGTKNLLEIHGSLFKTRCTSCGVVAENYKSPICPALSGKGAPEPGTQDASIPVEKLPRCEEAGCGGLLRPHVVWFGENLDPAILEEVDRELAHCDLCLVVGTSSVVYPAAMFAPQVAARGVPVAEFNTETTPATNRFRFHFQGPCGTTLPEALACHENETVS
# ERp5 inh – inhibitors of ERp5-driven insulin aggregation, primary screen, biochemical, turbidity, absorbance 650 nm, single point. Protein disulfide-isomerase A6 (Homo sapiens), Q15084. 90 min. inhibition, % at 9.99 µM. hit rate 0.05% among 350,000;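 active means mean replicate inhibition above about 25%, with every replicate also reaching it, limit read from the data, passing the limit was not always enough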
# Target sequence (Q15084 whole entry, looked up): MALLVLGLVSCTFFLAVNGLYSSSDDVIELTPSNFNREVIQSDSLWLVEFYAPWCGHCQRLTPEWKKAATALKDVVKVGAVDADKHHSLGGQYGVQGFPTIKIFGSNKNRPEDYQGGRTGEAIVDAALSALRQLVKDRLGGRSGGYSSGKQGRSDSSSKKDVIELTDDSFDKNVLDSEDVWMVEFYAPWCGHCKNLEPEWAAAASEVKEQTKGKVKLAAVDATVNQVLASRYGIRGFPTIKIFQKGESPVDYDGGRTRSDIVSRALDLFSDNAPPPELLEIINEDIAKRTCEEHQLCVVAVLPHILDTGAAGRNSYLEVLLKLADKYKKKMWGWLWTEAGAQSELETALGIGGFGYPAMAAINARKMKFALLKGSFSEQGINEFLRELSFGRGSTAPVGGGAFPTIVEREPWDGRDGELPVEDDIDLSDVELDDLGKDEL
# Statin myotox sup – suppressors of statin myotoxicity in C2C12 myotubes, primary screen, cell-based, single point, plate reader | hit rate 0.78% among 330,000 | C2C12 myotubes + simvastatin, ATP luminescence, 48 h; scaled: DMSO 0, geranylgeraniol control 100 | rescue of ATP level, % at 7.49 µM;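 active means mean ATP rescue above about 67%, or every replicate alone reaching that limit, limit read from the data, passing the limit was not always enough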;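 further: myotubes were challenged with 10 µM simvastatin during compound exposure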
# ARNT-TACC3 inh – disruptors of ARNT/TACC3 protein interaction, primary screen, biochemical, AlphaScreen, single concentration; AlphaScreen His-ARNT PAS-B/GST-TACC3 binding, luminescence; TACC3 fragment carries E629A point mutation; inhibition, % at 9.99 µM; hit rate 0.66% among 390,000; AID 623870, 2012;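 active means mean inhibition of replicates at least 50% and at least half of replicates each reaching 50%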;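 further: 0% = complete ARNT plus TACC3 wells and 100% = ARNT alone without TACC3; many hits fall short of the cut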
# Cneo AK release – Cryptococcus neoformans cell lysis inducers, primary screen, AK release luminescence, single concentration. C. neoformans lysis, adenylate kinase release luminescence, 4 h; normalised: neutral wells 0, clomiphene wells 100. lysis activity, % at 15 µM. hit rate 0.2% among 360,000;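 active means mean lysis activity across replicates of at least 80%, whatever share of replicates individually reach that level; inactive means mean lysis activity below 80%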
#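 Material – Cryptococcus neoformans yeast cells · Quantity – 5 × 10^6 yeast cells/mL · Buffer or medium – YPD medium · Compound – single dose · Timing – 4 h static compound exposure, 37 °C, read 1 h post-reagent · Signal – adenylate kinase release luminescence · Read-out basis – lysis from increased AK signal · Benchmarks – Clomiphene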
# esBAF inh – Bmi1 luciferase reporter increase in mESCs, primary screen, esBAF inhibitor project, mouse ES cells, Bmi1 luciferase knock-in, single point; 24 h; 100% = twice the neutral-well signal; reporter increase, % at 12.5 µM; hit rate 2% among 350,000; AID 602393, 2012; in the data active means activation above about 40%;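 further: 0% = median of the plate's neutral control wells and 100% = double that signal; a rise in the Bmi1 reporter signal indicates esBAF inhibition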
# An asterisk follows results filed as active; . = not tested or not shown; [ ] = dose if it differs, or a comment.
# Preview, 15 compounds:
SMILES,miR-122 sensor,SIRT5 inh,ERp5 inh,Statin myotox sup,ARNT-TACC3 inh,Cneo AK release,esBAF inh
CSCC[C@H](NC(=O)CCn1nnc2ccccc2c1=O)C(=O)O,8,.,.,5,-4,2,-10
O=C(Nc1ccccc1)c1ccc2c(c1)CCN2S(=O)(=O)c1ccccc1,.,-1,1,-9,-19,-18,11
O=C(CCN1CCN(S(=O)(=O)c2ccc(Cl)cc2)CC1)Nc1ccccc1F,.,-10,2,.,-11,.,.
Cc1ccc(NC(=O)N2C3CCCC2CC(NC(=O)C(C)(C)C)C3)cc1 (configuration not stated),0,0,-1,0,-3,-2,-3
O=c1[nH]c(-c2ccccn2)nc2ccccc12,.,.,.,-2,64*,-2,11
O=C(Nc1ccc(O)cc1)C1CCCN1S(=O)(=O)c1ccc(F)cc1 (configuration not stated),5,.,3,5,.,-3,-1
Cc1ccc(S(=O)(=O)NCC[C@@H]2CC[C@@H](NS(=O)(=O)c3ccccc3Cl)[C@@H](CO)O2)cc1,.,-3,-1,-6,9,0,-4
O=C(N[C@H]1CC[C@@H](CCNS(=O)(=O)Cc2ccccc2)O[C@@H]1CO)c1ccccc1F,-13[16.7 µM],0,-2,7,-3,-2,2
Cc1ccc(S(=O)(=O)N(C)C)cc1NC(=O)COC(=O)CN1C(=O)c2ccccc2C1=O,6,-3,0,0,-2,1,-9
Cc1ccc(S(=O)(=O)N[C@@H]2CC[C@@H](CCNC(=O)C3CCCC3)O[C@H]2CO)cc1,-20[16.7 µM],5,2,0,-2,-1,3
O=C(/C=C(\c1ccc(Cl)cc1)n1cncn1)c1ccc(Cl)cc1,7,.,2,9,0,0,1
O=C(Nc1ccc(F)cc1)c1nc2c(nnn2Cc2cccc3ccccc23)c(=O)[nH]1,7,3,0,-8,29,1,-6
Clc1ccc(CN2CCCCCCC2)cc1Cl,-1,.,.,-4,-7,1,2
C[C@H]1CN([C@@H](C)CO)C(=O)Cc2cc(NS(=O)(=O)c3cccs3)ccc2O[C@@H]1CN(C)C(=O)Nc1cccc2ccccc12,0[16.7 µM],.,.,33,-1,3,-4
Cc1cc(NC(=O)C(C)SCC(=O)OCC(=O)N(Cc2ccccc2)C(C)(C)C)no1 (configuration not stated),-3,-3,6,-5,-1,1,-1

# The listing, from the first entry:
SMILES,miR-122 sensor,SIRT5 inh,ERp5 inh,Statin myotox sup,ARNT-TACC3 inh,Cneo AK release,esBAF inh
CSCC[C@H](NC(=O)CCn1nnc2ccccc2c1=O)C(=O)O,8,.,.,5,-4,2,-10
O=C(Nc1ccccc1)c1ccc2c(c1)CCN2S(=O)(=O)c1ccccc1,.,-1,1,-9,-19,-18,11
O=C(CCN1CCN(S(=O)(=O)c2ccc(Cl)cc2)CC1)Nc1ccccc1F,.,-10,2,.,-11,.,.
Cc1ccc(NC(=O)N2C3CCCC2CC(NC(=O)C(C)(C)C)C3)cc1 (configuration not stated),0,0,-1,0,-3,-2,-3
O=c1[nH]c(-c2ccccn2)nc2ccccc12,.,.,.,-2,64*,-2,11
O=C(Nc1ccc(O)cc1)C1CCCN1S(=O)(=O)c1ccc(F)cc1 (configuration not stated),5,.,3,5,.,-3,-1
Cc1ccc(S(=O)(=O)NCC[C@@H]2CC[C@@H](NS(=O)(=O)c3ccccc3Cl)[C@@H](CO)O2)cc1,.,-3,-1,-6,9,0,-4
O=C(N[C@H]1CC[C@@H](CCNS(=O)(=O)Cc2ccccc2)O[C@@H]1CO)c1ccccc1F,-13[16.7 µM],0,-2,7,-3,-2,2
Cc1ccc(S(=O)(=O)N(C)C)cc1NC(=O)COC(=O)CN1C(=O)c2ccccc2C1=O,6,-3,0,0,-2,1,-9
Cc1ccc(S(=O)(=O)N[C@@H]2CC[C@@H](CCNC(=O)C3CCCC3)O[C@H]2CO)cc1,-20[16.7 µM],5,2,0,-2,-1,3
O=C(/C=C(\c1ccc(Cl)cc1)n1cncn1)c1ccc(Cl)cc1,7,.,2,9,0,0,1
O=C(Nc1ccc(F)cc1)c1nc2c(nnn2Cc2cccc3ccccc23)c(=O)[nH]1,7,3,0,-8,29,1,-6
Clc1ccc(CN2CCCCCCC2)cc1Cl,-1,.,.,-4,-7,1,2
C[C@H]1CN([C@@H](C)CO)C(=O)Cc2cc(NS(=O)(=O)c3cccs3)ccc2O[C@@H]1CN(C)C(=O)Nc1cccc2ccccc12,0[16.7 µM],.,.,33,-1,3,-4
Cc1cc(NC(=O)C(C)SCC(=O)OCC(=O)N(Cc2ccccc2)C(C)(C)C)no1 (configuration not stated),-3,-3,6,-5,-1,1,-1
Cc1ccc2cc(CN(C(=O)C3CCCO3)C3CCCCC3)c(=O)[nH]c2c1 (configuration not stated),9,.,.,15,-4,3,4
CCCCN(C)C(=O)C1CCCN(S(=O)(=O)c2ccc3c(c2)CC(C)N3C(=O)C2CC2)C1 (configuration not stated),.,-10,-1,12,4,0,6
CCCN(CCC)S(=O)(=O)c1cccc(-c2csc(C)n2)c1,24,-4,-1,0,-2,-6,-3
CCCC(=O)N(CC(=O)Nc1sc(C)c(C)c1C(N)=O)Cc1ccccc1,.,-5,-4,.,14,.,.
O=C(c1ccc(OC2CCN(Cc3ccc(C(F)(F)F)cc3)CC2)cc1)N1CCCCC1,-8,1,0,13,0,3,-6
O=c1c2oc3ccccc3c2[nH]c(=S)n1-c1ccc(F)cc1,40,3,0,.,12,16,.
O=C(CN1C(=O)c2cccc([N+](=O)[O-])c2C1=O)NNC(=O)c1ccc(F)cc1,-3,-2,12,2,-3,4,-4
O=C(CNC(=O)C1CCCC1)Nc1ccccc1Br,3,-2,-2,-3,-8,1,-8
CCc1nn(CC(=O)N2CCCCCC2)c(=O)c2cc3ccccc3n12,-1,-2,1,-9,-2,1,2
CCC(NS(=O)(=O)c1ccc(C)cc1)C(=O)N1CCC2(O)CCCCC2C1 (configuration not stated),-1,.,.,0,-10,-6,-5

# Next part.
SMILES,miR-122 sensor,SIRT5 inh,ERp5 inh,Statin myotox sup,ARNT-TACC3 inh,Cneo AK release,esBAF inh
CCN1CCCC1CNC(=O)C1CCN(Cc2nc(-c3cccc(Br)c3)oc2C)CC1 (configuration not stated),0,.,.,-47,13,6,-3
Cc1ccccc1-n1c(=O)n(Cc2ccccc2)c(=O)c2[nH]cnc21,.,-2,-4,20,2,.,-1
O=S(=O)(c1ccc(F)cc1)N1CCN(CC(O)COCC2CCCO2)CC1 (configuration not stated),0,-1,8,1,-20,0,-2
CC1=C(C(=O)OCc2ccccc2)C(c2ccc(Cl)cc2)NC(=O)N1C (configuration not stated),0,-3,1,14,-5,-1,0
CCCNC(=O)C[C@H]1C[C@@H]2c3cc(NC(=O)Nc4ccc(OC)cc4)ccc3O[C@@H]2[C@@H](CO)O1,6[16.7 µM],3,4,-1,-3,0,0
Cc1cc2c(cc1C)N(C(=O)CSC1=NCCS1)C(C)(C)c1ssc(=S)c1-2,-1,.,.,-8,17,.,-2
COc1ccccc1C(=O)N1C(CC(=O)Nc2ccc(C)c(C)c2)C(=O)NC2CCCCC21 (configuration not stated),2,5,1,0,0,9,-1
COc1cc(OC)cc(C(=O)OCC(=O)N(C)c2ccccc2)c1,5,-2,5,11,6,1,-2
COC(=O)C[C@@H]1C=C[C@@H](NS(=O)(=O)c2ccc(OC)cc2)[C@H](CO)O1,.,-1,4,7,-35,31,-3
COC(=O)/C(C#N)=C/c1c(N2CCN(c3cccc(Cl)c3)CC2)nc2c(C)cccn2c1=O,7,2,1,4,-3,-7,-1
CCCCNC(=S)NCCN1CCN(C(=S)NCCCC)CC1,-3,-1,3,6,15,0,-8
O=C(CSc1nnc(SCc2ccccc2)s1)N/N=C/C=C/c1ccco1,.,0,12,.,0,.,.
CO[C@@H]1CN(C)C(=O)c2ccc(NC(=O)Nc3cccc(F)c3)cc2OC[C@H](C)N(C)C[C@@H]1C,2[16.7 µM],0,-1,1,0,-3,1
O=C(NCc1ccccn1)[C@@H]1[C@@H](CO)[C@@H]2Cn3c(ccc(/C=C/c4ccccc4)c3=O)[C@H]1N2CC1CC1,.,-84,-8,-13,-10,-1,2
CCOC(=O)C(Cc1ccccc1)c1ccnc2nc(N)nn12 (configuration not stated),.,-9,6,.,-6,.,.
CCOC(=O)CSc1nnc(CNC(=O)c2ccc(OC)c(OC)c2)n1C,0,.,.,.,0,-1,3
C[C@H]1CN([C@@H](C)CO)C(=O)c2cc(NC(=O)Nc3cccc4ccccc34)ccc2O[C@H]1CN(C)C(=O)NC1CCCCC1,-6[16.7 µM],-3,3,-33,-1,0,5
OCCC1CN(Cc2cc3ccccc3o2)CCN1Cc1ccc(F)cc1 (configuration not stated),-4,-4,2,1,-13,-2,10
COC(=O)c1cccc(N/C=C(\[N+](=O)[O-])S(=O)(=O)c2ccccc2)c1,.,4,0,10,-18,2,18
Cc1ccc(S(=O)(=O)CCC(=O)Oc2ccc3c(C)cc(=O)oc3c2)cc1,.,-80,6,.,3,.,.
O=C1NC(c2ccc(-c3ccccc3[N+](=O)[O-])o2)C(C(=O)c2ccccc2)C(O)(C(F)(F)F)N1 (configuration not stated),-9,-5,-3,8,18,.,0
CN1c2ccc(C3=CCCCC3)cc2[C@@H]2[C@@H](CCN2C(=O)NC2CCCCC2)[C@H]1CO,-5[16.7 µM],.,.,24,4,-14,-6
O=C1CN(S(=O)(=O)c2cc(Br)ccc2Br)CCN1,1,-3,10,6,-5,-1,-5
CO[C@H]1CN(C)C(=O)c2cc(NC(=O)Cc3ccccc3)ccc2OC[C@H](C)N(CC2CC2)C[C@@H]1C,.,1,2,-10,-21,-9,4
O=C(NCc1ccncc1)c1cc2ccccc2nc1Cl,7,1,-2,.,-2,0,.

# (cont.)
SMILES,miR-122 sensor,SIRT5 inh,ERp5 inh,Statin myotox sup,ARNT-TACC3 inh,Cneo AK release,esBAF inh
CCOc1ccc(-c2nnc(SCC(=O)O)n2Cc2ccccc2)cc1,-5,2,2,-8,-3,-1,-8
O=C1CC2(CCN(C(=O)COc3ccccc3)CC2)Oc2ccccc21,.,-6,6,-1,1,-4,0
c1ccc2oc(-c3[nH]ncc3CN3CCC(N4CCSCC4)CC3)cc2c1,.,-2,-4,.,14,.,.
O=C(CSc1ncn[nH]1)Nc1cc(S(=O)(=O)N2CCCC2)ccc1Cl,-3,-2,-4,4,1,-4,-1
COc1ccc(C/C(N)=N/O)cc1,2,.,.,.,-2,1,.
COc1ccc(C(N)c2csc(NC(=O)Nc3cccc(C(F)(F)F)c3)n2)cc1 (configuration not stated),-3,2,-3,-5,.,0,0
C/C=C(/C)C(=O)Nc1cccc(C2=NOC3(C2)C[C@H](C(N)=O)N(C(=O)Cc2ccc([N+](=O)[O-])cc2)C3)c1 (some centres not stated),-2,-2,1,-2,-1,-3,-5
COCCCNC(=O)/C(C#N)=C/c1ccc(OCC(=O)O)c(OC)c1,-1,4,-1,.,2,3,.
CCOC(=O)c1ccc(NC(=O)c2ccc3c(c2)C(=O)N(CC2CCCO2)C3=O)cc1 (configuration not stated),4,3,8,-10,-1,1,-12

# Some values from the list.
# Result for CCOc1ccc(-c2nnc(SCC(=O)O)n2Cc2ccccc2)cc1 in Cneo AK release: -1
# Result for O=C(CSc1ncn[nH]1)Nc1cc(S(=O)(=O)N2CCCC2)ccc1Cl in miR-122 sensor: -3

# Screens: PubChem BioAssay, Broad Institute
